# Screens from PubChem.
# RGS4 act: RGS4 potentiation or activation; HEK293 M3R/inducible RGS4, carbachol calcium flux Fluo4; hits give low values; B-score at 10 µM; 0.92% of 310,000 active;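 active means B-score of the integrated calcium signal more than 4 SD below the library mean, with starting fluorescence not abnormally high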;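 further: negative B-score means reduced calcium response which marks RGS4 activation or potentiation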
#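 Detection: kinetic calcium fluorescence imaging with Fluo4-AM dye, 2 µM / Material: HEK293 cells with stable M3R and inducible RGS4 / Schedule: recording 10 s baseline at 1 Hz, 100 s post-agonist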
# hERG protect: compounds protecting human hERG from proarrhythmic drug block | CHO-hERG, FluxOR thallium flux, dofetilide IC70 present | activation (rescue from dofetilide block), less the hit threshold, % at 10 µM | 0.51% of 310,000 active | AID 1511;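 active means activation above the mean of controls blocked by dofetilide plus 5 SD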;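 further: thallium influx through hERG after potassium depolarization seen as dye fluorescence rise; in these data hits start at about 4.7%; inactives centre near -7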
# PolyA inhibitor: inhibitors of polyadenylation in S. cerevisiae; S. cerevisiae SKY197-pL101 polyadenylation reporter, beta-gal luminescence; efflux-impaired pdr1/pdr3 knockout yeast; score 100 = 6 SD above DMSO; calls only at 12 µM; 0.02% of 300,000 active;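 active means lowest replicate activity score at least 50, where 100 means six control SD above control mean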;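 further: yeast exposed to compound for 9 h at 30 °C; higher score means more reporter readthrough which indicates perturbed polyadenylation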
# GSK3B inh: blocks human GSK3beta kinase activity; P49841; GST-GSK3beta kinase, ADP-Glo luminescence, 60 min; hits give low values; activity score (negative = inhibition), % at 10 µM; 0.038% of 300,000 active;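 active means more than half of replicate wells score below -50%, meaning over 50% inhibition versus plate controls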;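 further: 0% = median DMSO wells and -100% = median GW8510 positive control wells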
#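 test system = GST-tagged human GSK3beta kinase, cell-free | reagent = 25 µM ATP with peptide substrate | dosing = one dose of 10 µM per compound | schedule = 60 min reaction, RT | detection = luminescent ADP-Glo measurement of ADP formed | control set = DMSO neutral wells and GW8510 at 20 µM as positive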
# KCNK9 block: inhibitors of human KCNK9 two-pore domain potassium channel; Q9NPC2; HEK293 KCNK9, FluxOR thallium flux fluorescence; hits give low values; B-score at 10 µM; 1.2% of 310,000 active; AID 488922;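 active means ratio B-score over 3 SD below the library mean, with starting fluorescence within 5 SD of its mean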;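 further: negative B-score means less thallium flux so channel inhibition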
# Target sequence (Q9NPC2 whole entry, looked up, the tested form may be a part): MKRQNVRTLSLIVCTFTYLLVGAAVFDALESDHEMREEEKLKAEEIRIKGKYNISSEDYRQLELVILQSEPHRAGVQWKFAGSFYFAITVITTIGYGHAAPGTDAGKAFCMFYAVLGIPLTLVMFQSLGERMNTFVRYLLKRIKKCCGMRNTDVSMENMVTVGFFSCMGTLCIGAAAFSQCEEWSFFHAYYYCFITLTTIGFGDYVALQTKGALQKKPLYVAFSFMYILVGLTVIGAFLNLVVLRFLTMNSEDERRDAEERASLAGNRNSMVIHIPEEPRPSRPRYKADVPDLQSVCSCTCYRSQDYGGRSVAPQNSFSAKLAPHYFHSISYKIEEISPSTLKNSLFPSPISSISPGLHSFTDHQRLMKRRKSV
# KCNK3 inh: human KCNK3 channel inhibition, primary screen; CHO-KCNK3 thallium flux, FluxOR fluorescence; hits give low values; B-score at 10 µM; 0.84% of 340,000 active; AID 602410;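 active means B-score under library mean minus 4 SD, starting fluorescence ratio at most library mean plus 5 SD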;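 further: more negative B-score means stronger inhibition of thallium flux through KCNK3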
# KCNQ1 inh: inhibitors of human KCNQ1 potassium channel | AID 2642 | 1.3% of 310,000 active | CHO-K1 KCNQ1, FluxOR thallium flux fluorescence; hits give high values | B-score at 10 µM | P51787;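 active means compounds whose thallium flux B-score, printed positive for inhibition, exceeds three library SD while starting fluorescence stays within three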;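 further: channel opened by potassium depolarization with thallium stimulus after 20 min compound exposure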
# GSK3 alpha inh: human GSK-3 alpha kinase inhibition | P49840 | ADP-Glo luminescence, 60 min | inhibition, % at 10 µM | 0.1% of 320,000 active;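 in the data active means inhibition above about 50%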;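 further: GST-tagged GSK-3 alpha with peptide substrate and 25 µM ATP; 0% = DMSO neutral wells and 100% = GW8510 positive control wells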
# Target sequence (P49840 whole entry, looked up): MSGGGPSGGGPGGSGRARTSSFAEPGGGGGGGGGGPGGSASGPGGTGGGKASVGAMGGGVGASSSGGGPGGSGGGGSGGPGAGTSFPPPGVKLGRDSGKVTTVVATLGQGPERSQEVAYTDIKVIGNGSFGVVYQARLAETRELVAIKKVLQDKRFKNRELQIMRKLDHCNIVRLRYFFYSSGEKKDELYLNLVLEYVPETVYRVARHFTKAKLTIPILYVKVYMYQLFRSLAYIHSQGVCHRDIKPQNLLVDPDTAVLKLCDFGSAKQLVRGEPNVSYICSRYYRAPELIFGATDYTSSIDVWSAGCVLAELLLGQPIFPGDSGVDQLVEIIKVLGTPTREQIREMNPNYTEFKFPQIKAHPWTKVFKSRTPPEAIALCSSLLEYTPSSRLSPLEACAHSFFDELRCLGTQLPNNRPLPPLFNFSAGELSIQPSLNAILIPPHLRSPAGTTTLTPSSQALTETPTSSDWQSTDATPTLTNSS
# Dyrk1A ADPGlo: blocks rat Dyrk1A kinase activity; Q63470; ADP-Glo luminescence, NFATc1 peptide; inhibition, % at 12.5 µM; 0.43% of 310,000 active; in the data active means inhibition above about 50%;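 further: plate controls were vehicle with enzyme for no effect and no enzyme for full effect; many of its hits are not listed in these tables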
# RGS4 inh: human RGS4 inhibition; P49798; B-score at 10 µM; 0.45% of 310,000 active; HEK293 M3R/RGS4 inducible, Fluo-4 calcium flux; hits give high values; triggered by carbachol at its EC20; AID 463165;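 active means B-score, a plate-corrected calcium signal, over three deviations above library mean, with baseline fluorescence within five deviations of library mean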;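 further: RGS4 expression induced by doxycycline in cells with stable M3 receptor; B-score is computed from the integrated fluorescence ratio over baseline after carbachol; higher B-score means a larger calcium signal and so more RGS4 inhibition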
# Target sequence (P49798 whole entry, looked up): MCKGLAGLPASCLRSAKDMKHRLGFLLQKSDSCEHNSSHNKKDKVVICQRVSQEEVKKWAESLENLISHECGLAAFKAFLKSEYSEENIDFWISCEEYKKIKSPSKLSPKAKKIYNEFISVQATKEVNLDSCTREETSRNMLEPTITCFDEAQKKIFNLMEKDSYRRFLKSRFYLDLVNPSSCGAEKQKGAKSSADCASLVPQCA
# KCNQ1 act: potentiates or activates the human KCNQ1 potassium channel | P51787 | CHO-K1 KCNQ1, thallium flux FluxOR fluorescence; hits give high values | B-score at 10 µM | 0.35% of 310,000 active;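 active means fluorescence ratio B-score, a plate-corrected score, at least three library SD, with initial intensity B-score within 5 SD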
#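 Test system: CHO-K1 cells stably expressing KCNQ1 / Medium: assay buffer / Also added: depolarizing K+/Tl+ stimulus, K2SO4 and Tl2SO4 each 12.5 mM in 5x stock / Incubation: 90 min dye loading and 20 min compound exposure, both at room temperature / Signal: thallium influx via FluxOR fluorescence, kinetic imaging / Evaluation: B score of baseline-normalized fluorescence ratio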
# * hit, by the source's call; i = inactive; / = not tested or not shown.
# Sample of the layout:
SMILES,RGS4 act,hERG protect,PolyA inhibitor,GSK3B inh,KCNK9 block,KCNK3 inh,KCNQ1 inh,GSK3 alpha inh,Dyrk1A ADPGlo,RGS4 inh,KCNQ1 act
CCC(C(=O)Nc1ccc(Cl)cc1)N1CCCC1=O (stereo not given),i,-4,i,-3,i,i,i,-1,/,i,i
COc1ccc(C(CNC(=O)Cc2ccc(Cl)c(Cl)c2)N2CCCCC2)cc1 (stereo not given),i,-14,i,0,i,i,i,-1,0,i,i
Brc1ccc2[nH]cc(/C=N/N3CCCCC3)c2c1,i,-2,i,-1,i,i,i,-2,-4,i,i
Cc1cccc(-n2c(-c3ccco3)nc3ccccc3c2=O)n1,i,-12,i,2,i,i,i,-1,2,i,i
CC(C)N1CCN(Cc2ccc3c(c2)OCCO3)CC1CCO (stereo not given),i,-8,i,1,i,i,i,0,-13,i,i
CCCCCn1c(=O)c(C(=O)Nc2ccccc2N)c(O)c2ccccc21,i,-1,i,2,i,i,i,3,/,i,i

# The whole of this part, repeating the preview:
SMILES,RGS4 act,hERG protect,PolyA inhibitor,GSK3B inh,KCNK9 block,KCNK3 inh,KCNQ1 inh,GSK3 alpha inh,Dyrk1A ADPGlo,RGS4 inh,KCNQ1 act
CCC(C(=O)Nc1ccc(Cl)cc1)N1CCCC1=O (stereo not given),i,-4,i,-3,i,i,i,-1,/,i,i
COc1ccc(C(CNC(=O)Cc2ccc(Cl)c(Cl)c2)N2CCCCC2)cc1 (stereo not given),i,-14,i,0,i,i,i,-1,0,i,i
Brc1ccc2[nH]cc(/C=N/N3CCCCC3)c2c1,i,-2,i,-1,i,i,i,-2,-4,i,i
Cc1cccc(-n2c(-c3ccco3)nc3ccccc3c2=O)n1,i,-12,i,2,i,i,i,-1,2,i,i
CC(C)N1CCN(Cc2ccc3c(c2)OCCO3)CC1CCO (stereo not given),i,-8,i,1,i,i,i,0,-13,i,i
CCCCCn1c(=O)c(C(=O)Nc2ccccc2N)c(O)c2ccccc21,i,-1,i,2,i,i,i,3,/,i,i
Cc1ccccc1N1C(=O)NC(=O)/C(=C\c2cc(Br)c(N3CCOCC3)o2)C1=O,i,-7,i,-1,i,i,i,-2,-2,i,i
CCCCOCCCn1c(N)c(C(=O)OC(C)COC)c2nc3ccccc3nc21 (stereo not given),i,-1,i,3,i,-11*,i,-13,0,i,i
CN1CCC(N(C)c2nc(-c3ccc([N+](=O)[O-])cc3)nc3ccccc23)CC1,i,-21,i,0,i,i,i,/,3,i,i
CN(C)CP(=O)(O)CN(C)C=O,i,0,i,4,i,i,i,-1,-4,i,i
c1cncc(CNC2CCCCC2)c1,i,0,i,0,i,i,i,4,1,i,i
CC(C)C12CN3CCN(CC(C3)/C1=N\O)C2,i,-9,i,2,i,i,i,/,4,i,i
O=c1c2ccccc2[nH]c(=S)n1-c1cccnc1,i,-13,i,-1,i,/,i,-3,/,i,i
Cc1cccc(CCNCc2cc3cc(C)cc(C)c3[nH]c2=O)c1,i,-9,i,-23,i,i,i,7,0,i,i
O=[N+]([O-])c1ccc(N2CCCNCC2)c2ncccc12,-8.1*,-8,i,-2,i,i,i,5,/,i,i
Oc1ccc(/C=N/NP(=S)(c2ccccc2)c2ccccc2)cc1,i,-6,i,-1,i,i,i,-1,-2,i,i
S=C(c1ccc(Cl)cc1)N1CCOCC1,i,-9,i,1,i,i,i,-1,5,i,i
CCOC(=O)c1[nH]c(C)c(C(=O)N2CCC3(CC2)OCCO3)c1C,i,-11,i,-1,i,i,i,-1,3,i,i
Cc1ccc(NS(=O)(=O)c2ccc(OCC(=O)N3CCN(C)CC3)cc2)cc1,i,-15,/,6,i,i,i,-2,-4,i,i
CCN(CC)c1ccc(N=Cc2c(O)n(-c3ccccc3)c(=O)[nH]c2=O)cc1,i,-11,i,-4,i,i,i,-2,0,i,i
C#CCOCOCC#CCN(CC)CC,i,-8,i,4,i,i,i,-1,-11,i,i
CCc1nc2ccc(N3CCN(C)CC3)cc2nc1CC,i,1,i,1,i,i,i,1,/,i,i
COc1ccc(OCC(=O)N2CCN(Cc3ccc(SC)cc3)CC2)cc1,i,-23,i,3,i,i,i,-2,-9,i,i
Clc1ccc2c(c1)C(OC1CN3CCC1CC3)c1ccccc1CS2 (stereo not given),-8.6*,-15,i,-3,i,i,i,5,1,i,i
Cc1cccc(NP(=O)(Oc2ccccc2F)Oc2ccccc2F)c1,-7.8*,-27,i,1,-7.2*,i,i,-2,13,i,i
FC(F)(F)c1cccc(N2CCNCC2)c1,i,-4,i,2,i,/,i,-2,/,i,i
CCOC(=O)C(C)Oc1cc(C)cc2oc(=O)c3c(c12)CCCC3 (stereo not given),i,-6,i,-4,i,i,i,/,0,i,i
CN1C(=O)C(=Cc2ccccc2OS(=O)(=O)c2ccccc2)C(=O)N(C)C1=O,i,-10,i,-2,i,i,i,-1,-4,i,i
Cc1ccc(NC2=NCCCS2)c(C)c1C,i,-11,i,0,i,i,i,/,-4,i,i
Clc1ccccc1C1NCc2ccccc2-n2cccc21 (stereo not given),i,-27,i,4,i,i,i,2,6,i,i
O=C(Cc1ccccc1)N1CCN(CC2CC3C=CC2C3)CC1 (stereo not given),i,-4,i,-18,i,i,i,-6,-2,i,i
Cc1c(C)c2ccc(OCC(=O)N3C[C@H]4C[C@@H](C3)c3cccc(=O)n3C4)cc2oc1=O,i,-5,i,-3,i,i,i,0,9,i,i
C/C=C(\C)C(=O)N[C@@H](c1ccccc1)[C@@H](O)C(=O)O[C@H]1C[C@@]2(O)[C@@H](OC(=O)c3ccccc3)C3[C@](C)(C(=O)[C@H](O)C(=C1C)C2(C)C)[C@@H](O)C[C@H]1OC[C@@]31OC(C)=O (stereo not given in full),i,-9,i,2,i,i,i,-2,-2,i,i
Cc1ccc(C2=NCC(=O)N(CC(=O)N3CCCCC3)c3sc(C)c(C)c32)cc1,i,-12,i,1,i,i,i,0,-1,i,i
Cc1ccc(C2=CCNCC2)cc1,i,-4,i,0,i,i,i,2,0,i,i
Cc1c(OC(=O)N(C)C)ccc2c1O/C(=C\c1ccco1)C2=O,i,-7,i,0,i,i,i,1,9,i,i
CCOP(=O)(OCC)C(NC(=O)NC)C(N)=O (stereo not given),i,-16,i,1,i,i,i,5,1,i,i
CCCCCCC(N)CC(=O)O (stereo not given),i,-6,i,0,i,i,i,/,-4,i,i
c1ccc2c(c1)CNc1ccccc1O2,i,-3,i,1,i,i,i,1,-2,i,i
CN(C)c1ccc(-[n+]2c(-c3ccccc3)cc(-c3ccccc3)cc2-c2ccccc2)cc1,-9*,-35,i,0,i,-9*,12*,/,-2,i,i

# Whole records from above. Order of values: RGS4 act, hERG protect, PolyA inhibitor, GSK3B inh, KCNK9 block, KCNK3 inh, KCNQ1 inh, GSK3 alpha inh, Dyrk1A ADPGlo, RGS4 inh, KCNQ1 act
# COc1ccc(OCC(=O)N2CCN(Cc3ccc(SC)cc3)CC2)cc1 is listed with i, -23, i, 3, i, i, i, -2, -9, i, i
# Clc1ccc2c(c1)C(OC1CN3CCC1CC3)c1ccccc1CS2 (stereo not given) is listed with -8.6*, -15, i, -3, i, i, i, 5, 1, i, i
# FC(F)(F)c1cccc(N2CCNCC2)c1 is listed with i, -4, i, 2, i, /, i, -2, /, i, i
# Cc1ccc(NS(=O)(=O)c2ccc(OCC(=O)N3CCN(C)CC3)cc2)cc1 is listed with i, -15, /, 6, i, i, i, -2, -4, i, i
# CN(C)CP(=O)(O)CN(C)C=O is listed with i, 0, i, 4, i, i, i, -1, -4, i, i

# (continued)
SMILES,RGS4 act,hERG protect,PolyA inhibitor,GSK3B inh,KCNK9 block,KCNK3 inh,KCNQ1 inh,GSK3 alpha inh,Dyrk1A ADPGlo,RGS4 inh,KCNQ1 act
CCC12CN3CC(CC)(CN(C1)C3c1cccnc1)C2=O (stereo not given),i,-8,i,-1,i,i,i,-3,-3,i,i
C=C(C)CSc1nnc([C@@H](N)Cc2c[nH]c3ccccc23)o1,i,-8,i,-2,i,i,i,1,1,i,i
Nc1ccccc1-[n+]1c(-c2ccccc2)cc(-c2ccccc2)cc1-c1ccccc1,i,-17,i,-8,i,i,7*,0,-14,i,i
O=C(C(=O)N1CCC2(CC1)OCCO2)c1c[nH]c2ccccc12,i,-2,i,-2,i,i,i,0,5,i,i
C[C@]12CCC(=O)C=C1CC[C@@H]1C2[C@H](O)C[C@]2(C)C(=O)CCC12 (stereo not given in full),i,-7,i,-2,i,i,i,-1,-1,i,i
Cc1cccc(OP(=O)(Nc2ccc(F)cc2)Oc2cccc(C)c2)c1,i,-30,i,1,i,i,8*,-1,-1,i,i
Cc1cc(/C=C2/C(=O)NC(=O)N(C)C2=O)c(C)n1-c1ccccc1,i,-15,i,3,i,i,i,-2,-6,i,i
O=C(N/N=C/c1c(O)n(C2CC2)c(=S)[nH]c1=O)c1ccccc1O,i,-11,i,-1,i,i,i,1,5,i,i
CCOC(=O)c1ccc(N2C(=O)CC(N3CCC(C#N)(c4ccccc4)CC3)C2=O)cc1 (stereo not given),i,-2,i,1,i,i,i,-1,-1,i,i
CNCCc1ccccc1,i,-4,i,1,i,/,i,0,/,i,i
COc1ccc(NC(=O)C2C3CCC(O3)C2C(=O)O)c(OC)c1 (stereo not given),i,0,i,1,i,i,i,-1,6,i,i
CN(C)P(=O)(C(Cl)=C(N1CCCCC1)N1CCCCC1)N(C)C,i,-8,i,-1,i,i,i,-4,-6,i,i
COc1cccc(CC(=O)N(C)C2CCCN(Cc3ccccc3F)C2)c1 (stereo not given),i,-10,i,0,i,i,i,1,-4,i,i
C#CCN1CCN(c2ccc(F)cc2)CC1,i,-3,i,-1,i,i,i,-1,6,i,i

# Not all compounds are listed; rates above refer to the full screens.
